G6PDH CS – L. mesenteroides G6PDH inhibition counter-screen; Purified L. mesenteroides G6PDH, diaphorase/resazurin coupled fluorescence, 45 min; inhibition, % at 5 µM; 200,000 compounds, 0.12% hits; in the data active = inhibition above about 50%
Diaphorase act – diaphorase activation or chemical reduction counter-screen; 190,000 compounds, 0.005% hits; activation factor at 20 µM; Diaphorase/resazurin coupled assay, resorufin fluorescence, 16 min; hits give high values; 1 = vehicle wells, 0 = NADH-free wells;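 active = diaphorase activity raised at least twofold by the compound at 20 µM; inactive = activation factor below 2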
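test system = bacterial diaphorase enzyme (C. kluyveri) | quantity = enzyme 0.07 U/mL final | reagent = NADH substrate 0.114 mM plus resazurin dye 0.1 mM, final | incubation = 16 min enzyme reaction, ambient temperature | buffer or medium = HEPES pH 7.4 buffer with MgCl2 and Tween 20 | signal = fluorescence of resorufin, 544 nm excitation, 590 nm emission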
Diaphorase inh – inhibits diaphorase or chemically oxidizes, flagging diaphorase assay artifacts; diaphorase resazurin-to-resorufin fluorescence, NADH, 16 min; bacterial (C. kluyveri) enzyme, not human; inhibition, % at 20 µM; 190,000 compounds, 0.69% hits; AID 1217;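 active = primary screen inhibition at 20 µM above a set limit, cut at about 50% in these data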;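 note: plate controls were DMSO with full reaction for no effect and wells lacking NADH for full effect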
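Test system: Clostridium kluyveri diaphorase enzyme / Quantity: diaphorase at 0.14 U/mL in enzyme working solution / Incubation: 16-min room-temperature incubation before reading / Benchmarks: NADH-free wells as positive control, DMSO-only neutral wells / Signal: resorufin fluorescence 544/590 nm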
The depositor's hits bear a star.

smiles,G6PDH CS,Diaphorase act,Diaphorase inh
O=C(CSc1ccc2nnc(-c3cccnc3)n2n1)N1CCc2ccccc21,-20.6,0.9,5.0
Cc1onc(-c2ccccc2Cl)c1C(=O)Nc1cnn(Cc2ccccc2)c1,1.8,1,0.8
CCn1cc(C(=O)Nc2ccc(C(=O)N3CCCC3)cc2)c(=O)c2ccc(C)nc21,3.6,0.9,7.1
COCCn1c(-c2cc(OC)c(OC)c(OC)c2)nc2nc3ccccc3nc21,11.4,1,4.7
O=C1c2oc3ccc(F)cc3c(=O)c2C(c2ccncc2)N1CCN1CCOCC1 (stereo not drawn),-16.7,0.9,9.7
c1cncc(-c2nc3cc(Cc4ccc5oc(-c6cccnc6)nc5c4)ccc3o2)c1,-3.8,1,2.7
CCOC(=O)Nc1c(C)n(C)n(-c2ccccc2)c1=O,19.4,0.9,8.1
COCCCn1c2nc3ccccc3nc2c2c(=O)n(Cc3ccc(Cl)cc3)c(C)nc21,7.1,0.8,23.0
CCc1nc(NCc2ccccn2)c2oc3ccccc3c2n1,8.6,1,1.2
CC(C)n1nc(C(=O)Nc2nc3ccc(S(C)(=O)=O)cc3s2)c2ccccc2c1=O,-0.5,0.9,14.5
Cc1nn(-c2ccccc2)c2sc(C(=O)n3cccn3)cc12,4.3,0.9,9.6
COCCCn1c2nc3ccccc3nc2c2c(=O)n(Cc3ccccc3Cl)cnc21,0.9,0.9,14.5
O=C1c2ccccc2C(=O)N1Cc1nn2c(-c3ccc(Cl)cc3)nnc2s1,6.2,0.8,18.8
CN1CCN(c2nc3c(c(=O)[nH]c(=O)n3C)n2CCSc2ncccn2)CC1,3.4,0.9,10.5
O=C(O)[C@@H]1CSC2(CCSC2)N1 (stereo partly drawn),2.3,0.9,13.3
Cc1ccc(-n2c(C)c3c(C)nnc(C)c3c2C)cc1,-1.6,0.8,22.2
CCc1[nH]nc2c1C(C(C)C)C(C#N)=C(N)O2 (stereo not drawn),18.8,0.9,14.1
Cn1c2ccccc2c2nnc(SCN3C(=O)c4ccccc4C3=O)nc21,-0.2,0.7,27.7
COC(=O)C1=C(N)Oc2cc(C)n(CCCn3ccnc3)c(=O)c2C1c1cccc(Cl)c1 (stereo not drawn),0.4,1,-1.2
O=C1CCCN1CC(CN1CCOCC1)Sc1nc2ccccc2c(=O)n1-c1ccccc1 (stereo not drawn),5.0,0.8,16.0
CCn1c2ccccc2c2cc(NC(=O)C3CCN(S(=O)(=O)c4cccs4)CC3)ccc21,9.9,1,1.8
COc1ccc(C2CC(=O)C(C=NCCN3CCN(C(C)=O)CC3)=C(O)C2)cc1OC (stereo not drawn),3.4,0.9,7.4
CCCOc1ccc(/C(O)=C2\C(=O)C(=O)N(CCCN(C)C)C23C(=O)N(C)c2ccccc23)cc1 (stereo not drawn),7.9,0.9,6.5
CCOC(=O)N1CCN(c2nc(SC)nc3sc4c(c23)CC(C)(C)OC4)CC1,-0.6,0.8,21.7
CCn1c(C)nc2cc(C(=O)n3cc(C(=O)c4cc(F)ccc4O)cn3)ccc21,-2.2,1,0.7

The final 3 compounds of the section above come first, to join the parts:
smiles,G6PDH CS,Diaphorase act,Diaphorase inh
CCCOc1ccc(/C(O)=C2\C(=O)C(=O)N(CCCN(C)C)C23C(=O)N(C)c2ccccc23)cc1 (stereo not drawn),7.9,0.9,6.5
CCOC(=O)N1CCN(c2nc(SC)nc3sc4c(c23)CC(C)(C)OC4)CC1,-0.6,0.8,21.7
CCn1c(C)nc2cc(C(=O)n3cc(C(=O)c4cc(F)ccc4O)cn3)ccc21,-2.2,1,0.7
CCCn1c(=O)c2ccccc2n2c(SCC(=O)c3cc(C)n(CC4CCCO4)c3C)nnc12 (stereo not drawn),0.7,0.9,9.3
Cc1nn(CC(=O)Nc2cccnc2N2CCOCC2)c(=O)c2ccccc12,-0.2,0.8,18.4
CC1(C)Cc2c(sc3ncn4nnnc4c23)CO1,0.4,1,-2.6
Cc1ccc2nc3c(cc(C#N)c(=N)n3CC3CCCO3)c(=O)n2c1 (stereo not drawn),2.0,0.9,10.6
Cc1cc(C)nc(N2CCN(c3ncnc4c3oc3ccccc34)CC2)n1,1.1,1,-0.2
Cc1ccc2nc(NC3=NCN(Cc4cccnc4)CN3)nc(C)c2c1,3.3,1,-0.7
COc1cccc(-n2nnc3c(=O)n(Cc4cccc(C)c4)cnc32)c1,-5.9,1,1.7
Cc1cc(C)nc(/N=C/c2c(O)n(C)c(=O)n(C)c2=O)n1,4.1,1,1.1
Nc1ccc2ncccc2c1N,8.3,0.8,18.8
Cc1nc(SCC(=O)c2c(C)[nH]c3ccccc23)c2c(=O)n(C)c(=O)n(CC(C)C)c2n1,5.2,1,-4.7
CCCSc1nnc2n(Cc3ccccc3)c(=O)c3c4c(sc3n12)CCC4,6.3,0.9,7.6
COC(=O)c1[nH]c(C)c(/C(O)=C2\C(=O)C(=O)N(CCN3CCOCC3)C2c2cccs2)c1C (stereo not drawn),-0.6,0.9,12.0
COc1cc2ccccc2cc1C(=O)Nc1ccc(N2CCN(C)CC2)cc1,7.7,0.9,8.2
Cc1c(N=CC=Nc2c(C)n(C)n(-c3ccccc3)c2=O)c(=O)n(-c2ccccc2)n1C,-0.5,1,3.8
O=C(Nc1ccc(OC(F)(F)F)cc1)c1cnc2n(c1=O)CCS2,-9.9,0.9,6.4
CSc1nnc2c3cc(F)ccc3n(Cc3ccccc3)c2n1,9.1,1.1,-8.5
C=C(C)Cn1c(=O)c2c(nc3n2CCN3c2cccc(Cl)c2C)n(C)c1=O,5.2,0.8,19.9
Cn1c(=O)[nH]c(=O)c2c1nc(N1CCCCCC1)n2CC(=O)c1ccccc1,6.8,0.9,9.5
CCOC(=O)c1sc(NCCNc2nc(C)c(C(=O)OCC)s2)nc1C,6.3,0.8,19.9
O=c1c2c3nc4ccccc4nc3n(/N=C/c3cccs3)c2ncn1-c1ccccc1,3.9,0.9,13.5
CC(C)n1nnnc1SCC(=O)Nc1ccccc1N1CCOCC1,2.2,0.9,14.3
Cc1cc(C)c(S(=O)(=O)N2CCN(c3nc4c(c(=O)n(C)c(=O)n4C)n3C)CC2)c(C)c1,3.1,0.8,22.2
Cc1ccc(C)c2[nH]c(=O)c(CN(CCCN(C)C)C(=O)NCc3ccccc3)cc12,7.4,0.8,15.0
Clc1ccc(N2CCN(c3ncnc4c3oc3ccccc34)CC2)cc1,5.0,1.1,-10.8
CCCCn1c(SCc2cc(=O)n3ccsc3n2)nc2cc(C(=O)OC)ccc2c1=O,7.3,1.1,-10.5

In another format: results already given.
canonical_smiles: COCCCn1c2nc3ccccc3nc2c2c(=O)n(Cc3ccc(Cl)cc3)c(C)nc21
  G6PDH CS = 7.1
  Diaphorase act = 0.8
  Diaphorase inh = 23.0

canonical_smiles: CCc1nc(NCc2ccccn2)c2oc3ccccc3c2n1
  G6PDH CS = 8.6
  Diaphorase act = 1
  Diaphorase inh = 1.2

canonical_smiles: CC(C)n1nc(C(=O)Nc2nc3ccc(S(C)(=O)=O)cc3s2)c2ccccc2c1=O
  G6PDH CS = -0.5
  Diaphorase act = 0.9
  Diaphorase inh = 14.5

canonical_smiles: Cc1nn(-c2ccccc2)c2sc(C(=O)n3cccn3)cc12
  G6PDH CS = 4.3
  Diaphorase act = 0.9
  Diaphorase inh = 9.6

More records follow:
smiles,G6PDH CS,Diaphorase act,Diaphorase inh
Cn1c(-n2c(CCN3C(=O)c4ccccc4C3=O)nc3ccccc3c2=O)nc2ccccc21,-9.3,0.9,8.4
Cc1ccc(S(=O)(=O)N2CCN(C(=O)CCC(=O)N3CCc4ccccc43)CC2)cc1,-1.0,0.9,9.4
CCOc1ccc(C2/C(=C(/O)c3ccc(Cl)cc3)C(=O)C(=O)N2CCCN(C)C)cc1OC (stereo not drawn),9.5,0.9,10.9
CCC(=O)Nc1ccc(C(=O)Cn2nc(C(=O)O)c3ccccc3c2=O)cc1,14.7,0.9,9.3
COCCn1c(-c2cc(OC)c(OC)c(OC)c2)nc2oc3ccccc3c(=O)c2c1=O,1.5,0.9,7.5
Cc1cc(Cl)cc(C)c1OCC(=O)O,-1.8,0.8,15.2
Cc1cc(NC(=O)CCS(=O)(=O)c2nc(-c3ccccc3)cc(C(F)(F)F)n2)no1,-4.7,0.9,11.4
Cc1cc(C)c2[nH]c(=O)c(C(c3nnnn3Cc3ccc4c(c3)OCO4)N3CCCCC3)cc2c1 (stereo not drawn),1.7,0.8,20.3
CCCn1c(=O)c2ccccc2n2c(SCC(=O)Nc3cc(C)on3)nnc12,3.8,0.9,14.4
C=CCOC(=O)C1=C(C)NC(C)=C(C(=O)OCC=C)C1c1ccc(O)cc1,11.7,0.6,39.1
CCN1CCN(C2CCN(C(C)=O)CC2)CC1,-1.3,0.9,14.5
O=S(=O)(c1ccccc1)N1CCC(N2CCN(c3ccccc3)CC2)CC1,7.5,0.8,17.0
CC(=O)Cc1nsc(NC(=O)c2ccc(-c3ccc(Cl)c(C(F)(F)F)c3)o2)n1,4.8,0.9,10.1
CC1CN(S(=O)(=O)c2cccc(-c3cn4cccnc4n3)c2)CC(C)O1 (stereo not drawn),9.0,1,-3.1
CC1CCN(c2nc3c(c(=O)n(C)c(=O)n3C)n2CCSc2ncccn2)CC1,-28.8,0.9,13.6
Cc1ccc(N2CCCn3c2nc2c3c(=O)n(CCN3CCOCC3)c(=O)n2C)cc1,-6.7,0.9,6.6
CCOC(=O)c1ccccc1NC(=O)CC1Nc2ccccc2NC1=O (stereo not drawn),7.2,0.9,9.5
COc1cc(C(=O)Nc2c(-c3ccccn3)c(=O)c3ccccc3n2C)cc(OC)c1OC,11.7,0.9,9.8
Cn1c(=O)c2c(nc(CN3CCC(C(N)=O)CC3)n2Cc2ccccc2Cl)n(C)c1=O,4.4,0.9,9.2
Cn1c(=O)c2c(ncn2CC(=O)Nc2cc(Cl)c(Cl)cc2Cl)n(C)c1=O,3.1,1,2.5
c1nc(N2CCNCC2)c2sc3nc(N4CCOCC4)c4c(c3c2n1)CCC4,4.7,0.8,19.7
Cc1ccc(-c2nnc(CSc3nnc4c5c(C)c(C)sc5nc(C(C)C)n34)o2)cc1,-0.6,0.8,18.7
Cc1sc2nc(CN(CCc3ccccc3)C(=O)c3ccco3)[nH]c(=O)c2c1C,7.7,1.2,-20.1
O=C1N=C(N2CCOCC2)S/C1=C1\C(=O)N(Cc2ccccc2)c2ccc(Br)cc21,6.8,0.8,18.5
Cc1ccc(C2C3CN(C(C)C)CC=C3C(C#N)=C(N)C2(C#N)C#N)cc1 (stereo not drawn),4.9,0.8,19.0
Cc1nc2ccccc2c(=O)n1NC(=O)c1c(O)c2ccccc2n(C)c1=O,6.0,1,4.5
O=c1[nH]c2c(cc1CNCCN1CCOCC1)c(-c1cccc(F)c1)nn2-c1ccccc1,4.1,1,-0.4
Cc1ncc(CO)c2c1OC(C)(C)OC2,14.5,0.8,21.2
Cc1cc(C)nc(SCCn2c(N3CCC(C)CC3)nc3c2c(=O)n(C)c(=O)n3C)n1,4.1,0.8,20.3
Cc1nc(C)c(C(=O)C2=C(O)C(=O)N(CCCN(C)C)C2c2ccco2)s1 (stereo not drawn),5.6,0.8,20.0
O=C(NCc1ccc(F)cc1)c1cnc2sccn2c1=O,-0.4,0.9,13.3
O=C1CCCC2=C1C1(CCCC1)N=C(Nc1nc3ccccc3o1)N2,-5.6,0.9,13.3
CC1Cn2c(nnc2-c2ccc(F)cc2)S1 (stereo not drawn),-0.3,0.9,5.4
Cc1nccn1CC(=O)O,7.9,0.7,32.1
CCOc1ccc(OCC)c(NC(=O)CSc2nc3c(c(=O)n(C)c(=O)n3C)n2C)c1,3.6,0.9,13.3

Screening results deposited in PubChem by Sanford-Burnham Center for Chemical Genomics.

Only part of the results is shown (hit frequency here may not be typical).
